FN deposit inh: fibronectin deposition inhibition; AH1F fibroblasts, Alexa488-fibronectin deposition fluorescence, overnight; inhibition, % at 12.6 µM; hit rate 0.086% among 350,000; AID 743247;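 active = mean inhibition across replicates of 30% or more, regardless of how many single replicates reach that level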;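 also: positive control wells lacked labelled fibronectin entirely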
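Measured by – fluorescence 485/525 nm · System – AH1F fibroblast monolayer, labelled fibronectin deposition · Amount – 10000 cells per well · Buffer or medium – serum-reduced DMEM (2% serum) · Doses – single dose, pinned · Also added – fluorescent fibronectin at 24 nM final · Schedule – 1 h cell attachment, overnight exposure to compound and label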
Casp6 inh: caspase-6 (human) enzyme inhibition; P55212; purified caspase-6, Z-VEID-R110 cleavage fluorescence; inhibition, % at 12.5 µM; hit rate 0.53% among 350,000;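 active = mean inhibition across replicates at least about 35%, with every replicate also reaching that limit, limit read from the data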;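 also: 0% = median of neutral control wells and 100% = no fluorescence left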
Target sequence (P55212 24-179 limits assumed): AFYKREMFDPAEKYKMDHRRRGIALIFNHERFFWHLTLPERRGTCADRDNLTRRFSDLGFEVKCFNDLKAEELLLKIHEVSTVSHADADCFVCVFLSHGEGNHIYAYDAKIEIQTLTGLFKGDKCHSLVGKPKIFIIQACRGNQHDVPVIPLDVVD
Target sequence (P55212 194-293 limits assumed): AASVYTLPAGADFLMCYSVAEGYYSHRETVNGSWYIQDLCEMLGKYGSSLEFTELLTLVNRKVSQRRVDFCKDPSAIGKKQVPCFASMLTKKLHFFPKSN
PAX8 inh HTS: inhibitors of PAX8 transcriptional activity in RMG-I cells | RMG-I TPO-luciferase reporter, SteadyGlo, 24 h | inhibition, % at 12.6 µM | hit rate 1.2% among 360,000 | AID 652154;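 active = mean replicate inhibition at least 60% with every replicate also reaching 60%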;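 also: luciferase light reporting Pax8 driven TPO promoter activity; plate controls were median of neutral control wells for no effect and mitoxantrone controls for full effect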
LGR2 inh: Drosophila LGR2 receptor signaling inhibition; HEK293 LGR2, CRE-luciferase, bursicon-stimulated, 4 h; inhibition, % at 9.99 µM; hit rate 0.35% among 380,000; AID 720647;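 active = drop in luminescence signal, shown as inhibition above about 50% in the replicate tests, limit read from the data, passing the limit was not always enough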;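 also: agonist challenge used bursicon conditioned medium at about half maximal strength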
EWS-Fli inh: EWS/Fli transcriptional activity inhibition; A673 NR0B1-luciferase reporter, viability-normalised; inhibition, % at 12.6 µM; hit rate 0.67% among 350,000;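 active = mean inhibition of at least 50% after viability correction, with every replicate also passing that limit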;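 also: firefly luciferase signal divided by Alamar Blue viability fluorescence both relative to DMSO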
Cneo AK release: Cryptococcus neoformans lysis via adenylate kinase release | C. neoformans lysis, adenylate kinase release luminescence, 4 h; normalised: neutral wells 0, clomiphene wells 100 | lysis activity, % at 15 µM | hit rate 0.2% among 360,000 | AID 651654;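 active = mean lysis activity across replicates of at least 80%, whatever share of replicates individually reach that level; inactive = mean lysis activity below 80%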
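Assay system: Cryptococcus neoformans yeast cells / Dosing: single-point compound dose / Timing: 4 h at 37 °C static, read 1 h later / Measured by: luminescence of released adenylate kinase using an AK detection reagent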
PGC1a acetyl inh: lowers PGC1a acetylation signal in U2OS cells; AlphaScreen anti-acetyl-lysine; with virally co-expressed GCN5 acetyltransferase; inhibition, % at 15.6 µM; hit rate 0.17% among 350,000; AID 651687;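 active = every replicate shows inhibition of at least 40%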;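 also: 0% = neutral control wells and 100% = positive control wells; some results beyond the cut were filed as inactive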
miR-122 sensor: inhibitors of miR-122 in Huh7 cells; hit rate 0.3% among 340,000; activation (reporter increase), % at 12.5 µM; Huh7 miR-122 Renilla luciferase sensor, 48 h; neutral wells = 0, positive control = 100; AID 602342;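 active = mean replicate activation score at least 90 and every replicate individually at or above 90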;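 also: higher luciferase means less miR-122 activity so hits act as miR-122 inhibitors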
* = called active by the depositor; / = not tested or not shown; & = joins results of further samples; [ ] = another dose, or the depositor's remark.

SMILES | FN deposit inh | Casp6 inh | PAX8 inh HTS | LGR2 inh | EWS-Fli inh | Cneo AK release | PGC1a acetyl inh | miR-122 sensor
COc1ccc(NC(=O)N2C[C@@H]3N[C@H](C2)C3c2ccc(-c3cccnc3)cc2)cc1 (some centres not stated) | -2&-19 | 0 | 7 | 3 | 0 | / | 13 | /
Cc1ccc(NC(=O)CN(C)C(=O)c2ccc(Cl)c(S(=O)(=O)NCc3ccco3)c2)cc1 | 1 | 3 | 8 | -14 | 3 | 0 | -4 | 52
Cc1noc(C)c1S(=O)(=O)Nc1ccc2c(c1)C(=O)N([C@@H](C)CO)C[C@@H](C)[C@@H](CN(C)C)O2 | -19 | -1 | 7 | -14 | 11 | -1 | 3 | 2[16.7 µM]
C[C@H]1CN([C@@H](C)CO)C(=O)c2cc(NC(=O)CCCCCC(=O)Nc3ccccc3N)ccc2O[C@H]1CN(C)Cc1ccc(C(F)(F)F)cc1 | / | -1 | / | 14 | 36 | 4 | 6 | -8[16.7 µM]
Cc1nnsc1S(=O)c1ccc(Cl)cc1 (configuration not stated) | -6 | -1 | 7 | 1 | 17 | / | / | /
COc1ccccc1CNC(=O)COC(=O)c1ccc(C)c(S(=O)(=O)N2CCCCC2)c1 | / | 11 | -29 | 2 | / | -1 | 4 | -6
O=C(NCC1CC1)[C@@H]1[C@@H](CO)[C@@H]2Cn3c(cccc3=O)[C@@H]2N1CCC(F)(F)F | / | -2 | 4 | 5 | 0 | -1 | -2 | 4[16.7 µM]
O=C1NC(c2ccccc2)=N/C1=C/c1ccco1 | 7 | 39* | -86 | 21 | -66 | / | / | /
CO[C@@H]1CN(C)C(=O)c2ccc(NC(=O)Nc3cccc(F)c3)cc2OC[C@@H](C)NC[C@H]1C | 1 | 1 | -6 | -5 | -2 | -1 | -8 | /
C[C@H](CO)N1C[C@H](C)[C@@H](CN(C)S(C)(=O)=O)Oc2ncc(C3=CCCC3)cc2C1=O | / | 3 | -10 | 2 | -10 | 0 | 0 | /
COC(=O)c1ccc(-c2ccc(F)cc2)nc1C | 10 | / | -113 | -69 | / | 1 | / | -2
COc1ccc(NC(=O)CSc2nnc(-c3ccccc3)n2Cc2ccco2)cc1OC | -1 | / | / | 2 | / | 6 | -3 | -12
CCc1cccc(NC(=S)N2CCC(c3ccccc3)C2)c1 (configuration not stated) | 0 | 2 | -67 | -46 | -65 | / | -11 | /
Cc1ccc(-n2ncc3c(SCc4cccnc4)ncnc32)c(C)c1 | 13 | 6 | -11 | -27 | -29 | / | / | /
CO[C@H]1CN(C)C(=O)c2ccc(NC(=O)NC(C)C)cc2OC[C@@H](C)N(CC2CC2)C[C@@H]1C | / | 4 | 8 | 6 | 6 | -1 | -6 | -6[16.7 µM]
CCN(CC)CCCN(Cc1cc2cc3c(cc2[nH]c1=O)OCO3)C(=S)NCc1ccco1 | 4 | -8 | -11 | -6 | 14 | / | / | /
COc1cccc(CNc2nc3ccccc3n2C)c1O | 2 | 1 | -34 | -37 | -113 | -4 | -9 | -7
CCn1cc(C(=O)OCc2cccc(Br)c2)c(=O)c2ccc(C)nc21 | / | / | 9 | / | / | 1 | 0 | -11
COc1ccc(S(=O)(=O)N2CCN(C)CC2c2ccccc2)cc1OC (configuration not stated) | 5 | -3 | -13 | 14 | -8 | 0 | -14 | -9
O=S(=O)(c1cc(Cl)cc(Cl)c1)N1CCC2CC1c1cc(Cl)ccc12 (configuration not stated) | 4 | 2 | 3 | 3 | -5 | 1 | -29 | 3
O=c1[nH]c2ccc(Br)cc2c(-c2ccccc2)c1N1CCOCC1 | -8 | 0 | 10 | 12 | 4 | -1 | 8 | -1
COC(=O)[C@H]1C[C@@H]1[C@H](N)c1ccccc1 | -4 | 0 | 10 | -8 | 4 | 7 | 11 | -1
CN1C(=O)/C(=C/c2ccccc2F)Sc2ccc(C(=O)NCC3CCCO3)cc21 (configuration not stated) | 11 | -1 | 20 | -8 | 2 | -3 | -7 | 0
CNC[C@H]1Oc2ccc(NC(=O)NC(C)C)cc2C(=O)N([C@H](C)CO)C[C@H]1C | / | -4 | -1 | 1 | -4 | -4 | -10 | 10[16.7 µM]
c1ccc(Cn2c(NCc3ccccn3)nc3ccccc32)cc1 | 3 | -2 | -19 | -4 | 3 | 4 | / | -1

Overlap with the part before: 6 compounds; new compounds follow.
SMILES | FN deposit inh | Casp6 inh | PAX8 inh HTS | LGR2 inh | EWS-Fli inh | Cneo AK release | PGC1a acetyl inh | miR-122 sensor
O=S(=O)(c1cc(Cl)cc(Cl)c1)N1CCC2CC1c1cc(Cl)ccc12 (configuration not stated) | 4 | 2 | 3 | 3 | -5 | 1 | -29 | 3
O=c1[nH]c2ccc(Br)cc2c(-c2ccccc2)c1N1CCOCC1 | -8 | 0 | 10 | 12 | 4 | -1 | 8 | -1
COC(=O)[C@H]1C[C@@H]1[C@H](N)c1ccccc1 | -4 | 0 | 10 | -8 | 4 | 7 | 11 | -1
CN1C(=O)/C(=C/c2ccccc2F)Sc2ccc(C(=O)NCC3CCCO3)cc21 (configuration not stated) | 11 | -1 | 20 | -8 | 2 | -3 | -7 | 0
CNC[C@H]1Oc2ccc(NC(=O)NC(C)C)cc2C(=O)N([C@H](C)CO)C[C@H]1C | / | -4 | -1 | 1 | -4 | -4 | -10 | 10[16.7 µM]
c1ccc(Cn2c(NCc3ccccn3)nc3ccccc32)cc1 | 3 | -2 | -19 | -4 | 3 | 4 | / | -1
Cc1ccc(C)c(NC(=O)CS(=O)(=O)c2cn(C)c3ccccc23)c1 | / | 2 | / | 3 | -9 | -1 | -29 | 16
N=c1oc2ccc(Br)cc2cc1C(=O)NCc1ccccc1 | -6 | 6 | 9 | -1 | -3 | -3 | -5 | /
CC(=O)N1CCN(CC(=O)Nc2cc(F)ccc2C)CC1 | -3 | -1 | -1 | 16 | -4 | 1 | 4 | 9
CNC(=O)C1(C)Cc2c(-c3ccc(NC(C)=O)cc3)ccnc2O1 (configuration not stated) | -16 | -3 | 11 | -4 | 3 | 4 | -9 | -1
CC1(C(=O)NS(=O)(=O)c2ccc(Cl)cc2)CCN1C(=O)COc1ccc(Cl)cc1 (configuration not stated) | 5 | -2 | -3 | -14 | -5 | 2 | / | /
CSc1ccc(C2=CC(=O)C[C@H](c3ccc(Cl)cc3)C2)cc1 | -3 | 1 | -8 | 1 | -7 | -2 | 2 | 0
CC(C)CC(C(=O)NCC1CCCO1)N(C(=O)Cn1nnc(-c2ccc(F)cc2)n1)c1ccccc1F (configuration not stated) | 3 | / | / | / | / | 0 | 10 | 2
COC(=O)[C@@]12C[C@@H](CC(=O)NCc3cccs3)C(=O)N(Cc3ccc4c(c3)OCO4)C1=CCC(C)(C)C2 | 5 | -2 | 4 | 21 | -5 | / | / | /
N#Cc1cc2c(nc1S(=O)(=O)Cc1ccccc1)CCCC2 | -5 | 1 | -1 | 19 | 5 | -6 | -5 | 7
COc1ccccc1NC(=S)N1CCN(c2ccccc2F)CC1 | 6 | 0 | 3 | 1 | 4 | 2 | 13 | 2
C=CCn1c(C)cc(C2=NNC(=NCc3ccccc3)SC2)c1C | -9 | -1 | -98 | -8 | -71 | / | -2 | /
CCc1cccc(C)c1NC(=O)CSc1n[nH]c(N)n1 | 2 | 3 | -2 | -2 | 3 | -2 | 0 | 7
COCCNC(=O)C1CCCN(C(=O)c2cc(-c3ccccc3)cs2)CC1 (configuration not stated) | -14 | -3 | -35 | -10 | -24 | -1 | -1 | 4
Cc1ccc(S(=O)(=O)c2c(C)cc(C)nc2N2CCCCC2)cc1 | 1 | -1 | -13 | 12 | -17 | / | / | /
COc1ccc(C(=O)OCC(=O)NC(=O)NCc2ccccc2)cc1[N+](=O)[O-] | 1 | 0 | -9 | -9 | -7 | -1 | -2 | 4
CCCC#Cc1ccc2c(c1)O[C@H](CN(C)C(=O)CC1CC1)[C@H](C)CN([C@H](C)CO)S2(=O)=O | / | 1 | / | -1 | 13 | -3 | -2 | -24[16.7 µM]
O=C(O)c1cccc(Cn2c(Cl)c(/C=N/NC(=O)c3cc4ccccc4cc3O)sc2=O)c1 | 20 | 42* | 14 | 10 | 5 | -2 | 6 | 7
CN(C)C(CNC(=O)c1cccs1)c1ccco1 (configuration not stated) | 13 | 3 | -1 | 4 | -4 | -1 | 1 | -2
COc1ccccc1C(=O)Nc1ccc2c(c1)C(=O)N(C)C[C@H](OC)[C@H](C)CN[C@H](C)CO2 | 10 | 0 | 3 | -8 | 3 | 1 | -4 | -3[16.7 µM]
CNC(=O)c1cc2ccc(OC)cc2oc1=O | / | / | / | -6 | / | 3 | 3 | 4
COc1ccccc1N1CCN(C(=O)C(=O)c2cn(CC(=O)N3CCCC3)c3ccccc23)CC1 | 2 | 0 | 6 | -5 | / | 2 | / | /
CCn1cc(C2=NC(C)(C)CO2)c2ccccc21 | / | 3 | / | -11 | 6 | 5 | 7 | -43
Cc1c(Br)c([N+](=O)[O-])nn1CC(=O)NCc1ccco1 | 4 | 1 | 18 | 4 | 2 | 2 | 8 | -4
CCOc1ccc(OCCOCCN2CCc3ccccc3C2)cc1 | -6 | / | / | / | / | -2 | 4 | 2
C[C@H]1CN([C@@H](C)CO)S(=O)(=O)c2ccc(-c3ccccc3)cc2O[C@@H]1CN(C)Cc1ccccc1C(=O)O | -10 | -2 | -20 | -5 | 6 | 23 | 10 | 14[16.7 µM]
CCOc1ccccc1C(=O)OCC(=O)Nc1cccc(S(=O)(=O)N2CCCC2)c1 | -2 | -4 | 4 | -5 | 1 | 0 | 4 | 0
COc1ccc(NC(=O)N[C@H]2CC[C@H](CCn3cc(-c4ccccn4)nn3)O[C@H]2CO)cc1 | -6 | 0 | -8 | 14 | -6 | 2 | 7 | -4[16.7 µM]
COc1cccc(CNC(=O)C[C@H]2CC[C@@H](NC(=O)C3CCC3)[C@H](CO)O2)c1 | / | 2 | -6 | 7 | -1 | 2 | 10 | /

Screening data from PubChem BioAssay.
